# EP2 modulator: modulates human prostaglandin E2 receptor EP2 signaling | induction, % at 25 µM | hit rate 0.83% among 260,000 | AID 940 | EP2-expressing cells, cAMP HTRF FRET, PGE2 co-stimulation;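 active = compounds whose cAMP rise, as percent of the full-agonist control response, exceeds 60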;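 also: rat C6 glioma line stably carrying human EP2 under a CMV promoter; the protocol text gives 20 µM as final concentration; 100% = response of wells given 1 µM PGE2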
# TRPML3 ag: human mucolipin-3 channel agonism. Q8TDD5. HEK293 TRPML3-YFP, Fluo-8 calcium fluorescence; 100% = the carbachol control signal. activation, % at 3 µM. hit rate 0.29% among 220,000;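 active = activation above its plate's cutoff, the mean activation of the plate's test wells plus 3 SD, cut at about 12% in these data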;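 also: 0% = DMSO only wells and 100% = carbachol wells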
# Target sequence (Q8TDD5 whole entry, looked up): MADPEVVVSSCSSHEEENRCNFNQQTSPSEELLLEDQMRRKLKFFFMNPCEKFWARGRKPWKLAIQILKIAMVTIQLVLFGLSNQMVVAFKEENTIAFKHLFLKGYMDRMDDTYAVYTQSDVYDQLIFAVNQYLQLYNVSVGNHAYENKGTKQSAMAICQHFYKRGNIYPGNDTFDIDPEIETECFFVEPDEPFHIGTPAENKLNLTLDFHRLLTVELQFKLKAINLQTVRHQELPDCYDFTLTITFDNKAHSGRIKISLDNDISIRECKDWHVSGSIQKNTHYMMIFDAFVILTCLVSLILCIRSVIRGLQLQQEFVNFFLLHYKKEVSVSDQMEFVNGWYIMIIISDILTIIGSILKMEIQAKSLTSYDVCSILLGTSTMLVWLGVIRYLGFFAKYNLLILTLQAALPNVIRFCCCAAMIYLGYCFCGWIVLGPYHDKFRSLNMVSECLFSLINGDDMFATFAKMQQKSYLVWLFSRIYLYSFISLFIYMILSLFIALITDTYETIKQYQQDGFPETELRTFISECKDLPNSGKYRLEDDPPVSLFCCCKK
#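 Test system: TRPML3-YFP stable HEK293 cells. Doses: single point at 3 µM. Incubation: dye loading 1 h 37 °C then 30 min ambient, 125 s read. Signal: Fluo-8 calcium dye fluorescence, ex 470-495, em 515-575 nm. Measure: percent activation from peak-to-basal fluorescence ratio, scaled between DMSO and carbachol.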
# EP2 antag: blocks the human prostaglandin E2 receptor EP2; hit rate 0.52% among 260,000; C6 glioma cells expressing human EP2, cAMP TR-FRET; cells stimulated with saturating PGE2; inhibition, % at 25 µM; AID 1422;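 active = percent inhibition above 40 after rounding to a whole number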;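 also: rat C6 glioma host cells with rolipram phosphodiesterase inhibitor present; the protocol text gives 20 µM as final concentration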
# zfTRPN1 agonist: agonists of zebrafish TRPN1 channel; HEK293 zebrafish TRPN1-YFP, Fluo-8 calcium fluorescence; 100% = response to 87 µM carbachol; hit rate 0.18% among 220,000; activation, % at 3 µM; AID 1424;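 active = activation above its plate's cutoff, the mean activation of test wells on that plate plus 3 SD, cut at about 19% in these data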;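 also: 0% = DMSO alone and 100% = 87 µM carbachol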
#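 Material: zebrafish TRPN1-YFP in HEK293 cells; Doses: single test compound dose, 3 µM nominal, 0.3% DMSO; Timing: dye loading 1 h at 37 °C, then 30 min room temperature; Technique: intracellular calcium fluorescence with Fluo-8; Benchmarks: high carbachol 87 µM, low DMSO alone.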
# 14-3-3 Bad PPI: disrupts binding of bovine 14-3-3 zeta to phospho-Bad peptide. inhibition, % at 21.7 µM. P63103. TR-FRET 14-3-3zeta/Dy647-pBad peptide displacement, 1 h. hit rate 0.71% among 220,000;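 active = inhibition above about 70%, limit read from the data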;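 also: 0% = full 14-3-3 plus peptide FRET controls and 100% = background without 14-3-3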
# Target sequence (P63103 whole entry, looked up): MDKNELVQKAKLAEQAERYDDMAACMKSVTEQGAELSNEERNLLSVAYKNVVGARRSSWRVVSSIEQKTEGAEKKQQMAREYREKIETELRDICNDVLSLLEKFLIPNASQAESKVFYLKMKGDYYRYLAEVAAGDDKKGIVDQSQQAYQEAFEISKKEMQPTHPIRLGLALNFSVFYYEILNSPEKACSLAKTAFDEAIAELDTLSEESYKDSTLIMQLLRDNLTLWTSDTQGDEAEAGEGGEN
# CHOP inhibitor: blocks CHOP induction under ER stress; CHO-K1 CHOP-promoter luciferase, tunicamycin-induced, 15-18 h; inhibition, % at 10 µM; hit rate 3.8% among 220,000; AID 2732;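 active = compounds that reduced the stress-induced luciferase reporter signal by more than about 70% of percent inhibition, limit read from the data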;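 also: 0% = tunicamycin plus vehicle and 100% = wells without tunicamycin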
# NPY Y1 blocker: blocks the human neuropeptide Y Y1 receptor | HEK293-CNG Y1 cells, membrane potential fluorescence; NPY at EC95, then isoproterenol | P25929 | inhibition, % at 3.6 µM | AID 1040 | hit rate 1% among 200,000;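 active = inhibition above the campaign mean inhibition of all tested compounds plus 3 SD, cut at about 20% in these data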;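 also: 0% = DMSO wells given NPY plus isoproterenol and 100% = isoproterenol alone without NPY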
#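 Material: HEK293 cells co-expressing NPY Y1 receptor and cyclic-nucleotide gated channel. Timing: compound incubation 1 h at room temperature, readout 45 min post-stimulation. Signal: fluorescence, membrane potential probe.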
# PPC-1+TRAIL kill: PPC-1 cancer cell killing with TRAIL present; PPC-1 cells + TRAIL, ATPLite viability luminescence; cell killing (% activity), % at 4 µM; hit rate 0.41% among 220,000;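 active = cell killing above 50% in the first pass at 4 µM, then a duplicate retest at 5 µM averaging 50% or more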;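 also: plate controls were cells with TRAIL plus DMSO for no effect and medium-only wells lacking cells for full effect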
# NPY-Y1 PAM-ag: human NPY-Y1 potentiation or agonism, primary screen; P25929; NPY-Y1 expressing cells, potentiator/agonist activation; activation, % at 3.6 µM; hit rate 0.37% among 220,000; AID 1304; in the data active = activation above about 33%, passing the limit was not always enough;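 also: cells stimulated with NPY at EC10 then isoproterenol at EC100; 0% = low agonist plus stimulus and 100% = saturating agonist plus stimulus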
# * = called active by the depositor; . = not tested or not shown; & = joins results of further samples; [ ] = another dose, or the depositor's remark.
SMILES,EP2 modulator,TRPML3 ag,EP2 antag,zfTRPN1 agonist,14-3-3 Bad PPI,CHOP inhibitor,NPY Y1 blocker,PPC-1+TRAIL kill,NPY-Y1 PAM-ag
CCNc1nn2ccccc2c1/C=C(\C#N)C(=O)OCC,-22,-0.7,13,-1.4,1,13,.,5,20
C=CCOc1ccc(CN(C)Cc2nc3cc(C(F)(F)F)ccc3c(=O)[nH]2)cc1,-32,0.6,5,-0.6,-7,38,6,8,-17
Cn1c(=O)c(=O)n(C)c2cc(S(=O)(=O)N3CCC(N4CCCCC4)CC3)ccc21,.,0.8,6,0.2,.,.,-8,.,4
COc1ccc(NC(=O)COc2ncnc3ccccc23)cc1S(=O)(=O)N1CCOCC1,22,0.7,1,0.8,-3,-7,3,-20,-2
O=C(c1cc(C2CC2)on1)N1CCN(c2ccccc2)CC1,17,0.0,12,0.8,-3,1,-7,18,3
CCOc1ccc(-n2nnc3c(=O)n(CC(=O)Nc4cc(C)on4)cnc32)cc1,18,-0.4,2,1.0,11,-10,.,19,-8
CCOC(=O)c1nn(-c2ccc3c(c2)CCN3C(C)=O)cc1O,-86,0.8,6,0.2,-4,-8,-4,41[5 µM],-3
CN(C)CCNC(=O)c1ccc(CS(=O)(=O)c2ccc(Br)cc2)o1,.,0.6,9,0.4,.,.,-1,.,7
Cn1cc(CN(CCO)Cc2cccs2)c(-c2ccccc2F)n1,13,0.5,4,-0.4,-3,9,4,2,-10
CCS(=O)(=O)n1nc(-c2ccc(C)cc2)nc1N,-10,-0.4,12,-0.7,1,13,5,-8,-11
COC(=O)c1[nH]c2ccccc2c1NC(=O)C(C)N1CCOCC1 (configuration not stated),-14,0.2,10,1.1,3,8,.,18,9
Cc1c(C=O)c2ccccn2c1C(=O)c1ccc(Cl)c([N+](=O)[O-])c1,-42,0.2,10,1.8,-5,-25,2,46,10
CC(=O)Nc1cccc(NC(=O)CSc2nnnn2Cc2ccccc2)c1,-3,1.4,7,4.2,-6,-23,-3,10,-3
Cc1nc(Nc2ccc(Cl)cc2)c2nnn(Cc3ccccc3)c2n1,31,-0.2,11,0.2,-4,96*,2,12,2
Cc1nc(N2CCN(Cc3ccccc3)CC2)nc2c1CCC2,-53,0.7,4,-0.7,-7,0,6,13,-2
CCOc1ccc(-c2n[nH]c(C(=O)NN)c2C)cc1,12,0.0,4,0.9,4,23,-1,6,-5
COc1ccc(S(=O)(=O)NCCOc2cccc3cccnc23)cc1OC,-26,0.5,4,2.4,-2,4,-7,14,-9
O=C1CSC(c2cccc([N+](=O)[O-])c2)N1C1CC2CCC1C2 (configuration not stated),47,1.1,7,-2.4,-2,-21,.,-4,9
O=C(O)c1ccc(Cn2cc(Cl)cn2)cc1,5,0.6,11,-0.1,60,32,4,11,-6
O=C(c1cc([N+](=O)[O-])ccc1N1CCCCC1)N1CCCC1,7,0.2,11,-0.9,1,26,7,6,25
CCCCCCCOc1ccc(OC(=O)c2ccncc2)cc1,45,0.9,3,0.5,10,52,-5,12,7
CC(C)(O)C#CC#CCN1CCOCC1,9,0.4,13,0.7,2,-13,-4,-8,15
O=C(Cn1nc(Cc2cccnc2)c2ccccc2c1=O)NCCCN1CCCC1=O,-11,0.6,6,1.2,14,17,8,6,12
COCCCn1c(SCC(=O)N2CCCC(C)C2)nnc1-c1ccco1 (configuration not stated),11,0.6,5,2.7,7,7,1,8,1
O=C(c1ccc2c(c1)OCO2)N1CCc2ccccc2C1,5,-0.1,10,1.0,5,-29,1,27,4
COc1cc(OC)cc(C(=O)Nn2cc(C(=O)Nc3ccccc3F)c3ccccc3c2=O)c1,13,-0.6,11,0.3,0,46,4,6,1
CCN(CC)C(=O)Cn1cc(S(=O)(=O)CC(=O)NCc2ccc3c(c2)OCO3)c2ccccc21,13,0.7,7,-0.6,2,-4,7,25,-2
O=c1c2ccccc2ncn1Cc1nc2ccccc2s1,4,0.9,0,0.4,7,0,-3,8,19
Cc1cc(C)c2cc(C(c3nnnn3C3CCCC3)N3CCOCC3)c(=O)[nH]c2c1 (configuration not stated),3,0.5,7,0.4,-4,13,-7,9,1
CCOC(=O)CC1C(=O)NCCN1c1nc2ccc(C)cn2c(=O)c1/C=C1\SC(=S)N(C(C)CC)C1=O (configuration not stated),-16,2.3,12,20*,4,9,.,36,15
COc1cc(C(=S)N(C)C)ccc1O,-3,1.1,10,-1.3,3,-14,0,20,6
O=C(CSc1nc2[nH]ncc2c(=O)n1-c1ccc(Cl)c(Cl)c1)NCc1ccccc1Cl,-10,0.3,5,-0.3,-17,28,2,3,2
COCCn1cc(C(=O)N2CCCC(C)C2)c2c3ccccc3n(C)c2c1=O (configuration not stated),18,0.2,8,1.4,29,4,19,12,-11
COc1cc(NC(=S)NN2CCN(C)CC2)cc(OC)c1,23,0.4,16,0.8,7[fluorescence artefact?],-17,5,13,0
O=C(NCCO)c1c(O)c2cccc3c2n(c1=O)CC3,35,-0.2,3,1.2,2,1,0,4,-8
COC(=O)c1ccc(C23CC4(C2)[C@H](CN(CC2CCCCC2)[C@@H]4c2ccccc2)C3c2ccc(Cl)nc2)cc1 (some centres not stated),12,.,8,.,-2,-3,.,2,.
COc1cccc(NC(=O)N(Cc2ccco2)C(C)c2cccs2)c1 (configuration not stated),21,0.1,10,-0.7,1,40,4,11,-3
c1cnc(N2CCN(c3nc4ccccc4n4cnnc34)CC2)nc1,-15,-0.1,3,1.3,10,29,4,32,-10
O=C(CCn1[nH]c(=O)c2ccccc2c1=O)OC1CCCCC1,16,0.8,24,0.8,0,28,8,24,-1
CCNc1nc(N)nc(Oc2ccc(C(=O)OC)cc2)n1,-19,0.0,-14,0.2,-5[fluorescence artefact?],27,-3,5,5
Cc1cc(C)n(CC(C)NCc2cn[nH]c2-c2ccc(C)c(C)c2)n1 (configuration not stated),-62,0.5,8,0.7,-10,12,1,8,-22
CS(=O)(=O)N(CC(=O)NCc1ccco1)Cc1ccc(Cl)cc1,-7,0.3,.,-0.2,7,10,4,32,-12
Cc1cc(=O)[nH]c(SCC(=O)c2ccccc2)c1C#N,29,0.0,11,0.8,-9,-4,4,17,-23
C=CCOC(=O)/C(=C\c1ccccc1)NC(=O)c1ccco1,29,0.0,7,0.6,-2,-11,7,18,-20
CCc1nnc(NC(=O)CCC(=O)N2CCN(Cc3ccccc3)CC2)s1,16,1.1,6,0.1,3,-1,4,16,6
Cc1nc(-c2ccc(NC(=O)CC(C)C)cc2)cs1,-45,0.1,6,1.0,15,-17,0,27,-27
N#Cc1c(N)nc2c(c1N)CC(CO)O2 (configuration not stated),3,0.0,.,1.4,10,-8,5,10,9
O=C(CCC1CCCC1)Nc1nnc(-c2ccc3c(c2)OCO3)s1,-1,-0.9,4,-0.9,5,25,5,-5,-3
Cc1nn(-c2ccc(C(=O)O)cc2)c(C)c1Cl,-11,0.5,6,0.4,1,9,5,-4,5
O=C(O)/C=C/C(=O)Nc1ccc(N2CCOCC2)nc1N1CCOCC1,-25,1.1,5,1.6,0,9,.,-21,0

# Some of the entries above in a different format.
structure | EP2 modulator | TRPML3 ag | EP2 antag | zfTRPN1 agonist | 14-3-3 Bad PPI | CHOP inhibitor | NPY Y1 blocker | PPC-1+TRAIL kill | NPY-Y1 PAM-ag
C=CCOC(=O)/C(=C\c1ccccc1)NC(=O)c1ccco1 | 29 | 0.0 | 7 | 0.6 | -2 | -11 | 7 | 18 | -20
CCc1nnc(NC(=O)CCC(=O)N2CCN(Cc3ccccc3)CC2)s1 | 16 | 1.1 | 6 | 0.1 | 3 | -1 | 4 | 16 | 6
Cc1nc(-c2ccc(NC(=O)CC(C)C)cc2)cs1 | -45 | 0.1 | 6 | 1.0 | 15 | -17 | 0 | 27 | -27
N#Cc1c(N)nc2c(c1N)CC(CO)O2 (configuration not stated) | 3 | 0.0 | . | 1.4 | 10 | -8 | 5 | 10 | 9

# Continuation.
SMILES,EP2 modulator,TRPML3 ag,EP2 antag,zfTRPN1 agonist,14-3-3 Bad PPI,CHOP inhibitor,NPY Y1 blocker,PPC-1+TRAIL kill,NPY-Y1 PAM-ag
CC(=O)c1ccc(NC(=O)C(C)Nc2ccc(Cl)cc2)cc1 (configuration not stated),-61,1.6,6,1.8,-6,-4,-3,-5,12
COc1ccccc1N(CC(=O)NC(C)(C)C)S(=O)(=O)c1cccs1,0,0.2,6,42*,18,1,3,21,-17
CSc1nc(C)c(CCOC(=O)c2ccccc2)c(=O)[nH]1,11,0.2,6,0.3,-10,0,3,19,10
Cc1nn(-c2cc(N3CCCCC3)ccc2N)c(=O)c2ccccc12,9,-0.6,10,-0.5,-6,3,-1,26,-7
S=c1nc(-c2ccco2)[nH][nH]1,24,0.9,21,-0.3,-18[fluorescence artefact?],74*,0,1,11
CCOc1ccc2nc(/N=C/c3c(C)[nH]n(-c4ccccc4)c3=O)sc2c1,-38,0.6,9,-1.1,-31,39,2,8,-22
Oc1ccc(/C=N/Nc2ccnc3cc(Cl)ccc23)c(O)c1,-9,0.9,6,2.0,66,90*,.,-13,3
Cc1cc(OCCCCN2C(=O)NC(C)(C)C2=O)cc(C)c1Cl,3,0.0,7,-0.6,-6,38,2,13,-14
Cc1ccc2oc(-c3ccc(C)c(NC(=O)Cc4cccs4)c3)nc2c1,5,1.5,.,0.1,8[fluorescence artefact?],33,-1,20,-9
Cc1ccc(CNC(=O)C2CC(=O)N(C3CCCCCC3)C2)cc1 (configuration not stated),-19,0.7,7,0.8,-6,6,3,16,4
COc1cc(/C=N/NC(=S)NC(C)C)ccc1OCC(=O)Nc1c(C)cc(C)cc1C,9,0.8,6,3.5,-4,14,-2,20,9
C=CCn1c(SCC(=O)NCc2ccc3c(c2)OCO3)nnc1C1CCCCC1,27,0.0,16,-1.6,-7,28,9,20,-9
CC1=NNC(=O)C1CCC(=O)N/N=C/C=C/c1ccccc1 (configuration not stated),-6,1.0,7,-0.3,2,7,-1,9,-7
Cc1onc(-c2ccccc2)c1C(=O)Nc1ccc(Cl)cn1,31,0.3,8,-2.1,-14,26,-2,-10,5
CSc1nnc(-c2ccccc2)c(=O)[nH]1,11,0.4,14,0.5,-27,-6,4,4,12
Cc1ccc2nc(-c3cccnc3)c(NC3CCCC3)n2c1,3,0.0,4,0.0,-27,9,-4,6,3
Oc1cccc(/C=N/Nc2cc(N3CCOCC3)nc(N3CCOCC3)n2)c1,-7,0.1,7,0.0,-26,-23,-1,7,-26
CC(NCCc1ccc(O)cc1)C(O)c1ccc(O)cc1 (configuration not stated),33&32,0.5,16&12,1.6,-2,-3,-2,18,18
COc1cc(C(=O)Oc2cc(C)cc(C)c2)cc(OC)c1OC,30,0.7,11,0.1,-15,54,9,15,-16

# Bioassay records: PubChem BioAssay, several laboratories

# The list is partial; count on the stated rates, not on these rows.
